Screens deposited in PubChem BioAssay by Sanford-Burnham Center for Chemical Genomics.
ATG4B inh: blocks human ATG4B protease cleavage of LC3 substrate; Q9Y4P1; ATG4B cleavage of LC3-PLA2, NBD-HPC fluorescence, 1 h; inhibition, % at 8.33 µM; actives 0.51% (n = 340,000); in the data active = inhibition above about 40%
Target sequence (Q9Y4P1 whole entry, looked up): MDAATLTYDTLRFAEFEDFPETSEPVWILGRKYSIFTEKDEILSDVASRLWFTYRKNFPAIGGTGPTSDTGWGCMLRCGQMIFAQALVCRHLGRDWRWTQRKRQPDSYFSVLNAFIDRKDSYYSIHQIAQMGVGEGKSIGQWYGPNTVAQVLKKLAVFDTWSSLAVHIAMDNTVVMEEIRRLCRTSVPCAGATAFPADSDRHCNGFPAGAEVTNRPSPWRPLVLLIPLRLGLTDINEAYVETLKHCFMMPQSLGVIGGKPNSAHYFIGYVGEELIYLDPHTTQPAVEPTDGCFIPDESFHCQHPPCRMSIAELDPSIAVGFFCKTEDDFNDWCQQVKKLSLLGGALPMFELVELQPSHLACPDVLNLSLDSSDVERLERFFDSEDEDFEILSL
hIAP act: human IAP activation; P09923; activation factor at 10 µM; actives 0.16% (n = 330,000); AID 2524; purified human IAP, CDP-Star luminescence, 30 min; stronger effect = higher value; 1 = vehicle-only enzyme, 0 = enzyme-free background;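 active = activation factor of the enzyme at least 2-fold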; also: the source names both 10 and 20 µM as test concentration; values of inactives mirror those of a sister screen read the other way
PfG6PD inh: PfG6PD (Plasmodium falciparum) enzyme inhibition; PfGluPho enzyme, NADPH resazurin-diaphorase fluorescence; inhibition, % at 20 µM; actives 0.78% (n = 350,000); AID 504690;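 active = inhibition reaching at least a set limit at 20 µM in the primary screen, cut at about 59% in these data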;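 also: 0% = DMSO wells with substrate and 100% = DMSO wells lacking glucose-6-phosphate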
hIAP inh: blocks human intestinal alkaline phosphatase; inhibition, % at 10 µM; purified IAP, CDP-Star luminescence, 30 min; AID 2544; actives 0.12% (n = 330,000);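 active = inhibition reaching a set limit with compound at 10 µM in the primary screen, cut at about 35% in these data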;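 also: plate controls were DMSO wells with enzyme for no effect and no-enzyme buffer wells for full effect; values of inactives mirror those of a sister screen read the other way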
mIAP activ: mouse IAP activation; muIAP, CDP-Star luminescence, 30 min; stronger effect = higher value; 1 = vehicle-only enzyme signal, 0 = enzyme-free wells; activation factor at 10 µM; actives 0.24% (n = 330,000); AID 2805;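 active = activation factor of at least 2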; also: the source names both 10 and 20 µM as test concentration; values of inactives mirror those of a sister screen read the other way
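Assay system: mouse IAP enzyme; Reagent: CDP-Star chemiluminescent phosphatase substrate; Compound: DMSO-dissolved test compounds; Incubation: 30 min, room temperature; Technique: luminescence from enzymatic CDP-Star hydrolysis; Controls: DMSO-only wells and no-enzyme negative control.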
HKDC1 inhibitor: HKDC1 (human) hexokinase inhibition; actives 0.16% (n = 340,000); recombinant HKDC1, G6PDH/diaphorase resazurin coupled fluorescence; inhibition, % at 20 µM; AID 493160; Q2TB90;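 active = inhibition above about 35% when tested at 20 µM, limit read from the data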;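 also: plate controls were DMSO wells with enzyme for no effect and DMSO wells lacking enzyme for full effect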
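Incubation: 90 min at room temperature in dark / Material: recombinant HKDC1 (HK5) hexokinase enzyme, produced in-house / Quantity: enzyme 5 µg/mL final / Compound: one dose of 20 µM, 1% DMSO / Reagent: glucose and ATP substrates / Buffer or medium: Tris pH 8.0 buffer with MgCl2, Tween-20, BSA, BME / Technique: resorufin fluorescence at 613 nm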
APOBEC3A inh: blocks human APOBEC3A ssDNA deamination | P31941 | recombinant A3A, FAM/TAMRA ssDNA deamination fluorescence | inhibition, % at 20 µM | actives 0.41% (n = 330,000) | AID 493011;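 active = at least 40% inhibition at 20 µM here, with at most 30% in a related deaminase screen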;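 also: plate controls were A3A with DMSO for no effect and wells lacking A3A enzyme for full effect; some results filed as inactive read as strong as hits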
Target sequence (P31941 whole entry, looked up): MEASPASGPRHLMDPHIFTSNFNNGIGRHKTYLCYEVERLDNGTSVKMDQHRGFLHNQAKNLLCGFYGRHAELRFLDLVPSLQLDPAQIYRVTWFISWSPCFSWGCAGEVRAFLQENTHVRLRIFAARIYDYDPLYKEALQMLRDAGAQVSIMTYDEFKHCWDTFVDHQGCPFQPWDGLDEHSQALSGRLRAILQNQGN
mIAP block: blocks mouse intestinal alkaline phosphatase. actives 0.2% (n = 330,000). purified mouse IAP, CDP-Star luminescence, 30 min. inhibition, % at 10 µM;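 active = inhibition of at least 40% at 10 µM in the primary screen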;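 also: plate controls were DMSO with enzyme for no effect and no enzyme wells for full effect; values of inactives mirror those of a sister screen read the other way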
* = called active by the depositor; · = no result given.

compound | ATG4B inh | hIAP act | PfG6PD inh | hIAP inh | mIAP activ | HKDC1 inhibitor | APOBEC3A inh | mIAP block
O=c1[nH][nH]c(=S)n1C1CCCCC1 | 5 | 0.99 | 95* | 1 | 1 | -6 | -3 | -4
Nc1nnc(SCC(=O)NC2CCCCC2)s1 | -3 | 0.87 | -9 | 13 | 0.96 | -6 | -6 | 4
CCOC(=O)c1nnn(-c2nonc2N)c1CN(CC)c1ccccc1 | -8 | 1 | -8 | -4 | 0.94 | -5 | -10 | 6
O=S(=O)(c1ccccc1)N1CCN(CC2CC3C=CC2C3)CC1 (stereo not given) | -3 | 0.93 | 3 | 7 | 0.97 | -6 | 4 | 3
COc1ccc(S(=O)(=O)Nc2ccc(O)c(Sc3nc4ccccc4s3)c2)cc1 | -20 | 0.93 | 10 | 7 | 0.83 | 0 | -2 | 17
O=C(NC(Cc1ccccc1)C(=O)O)c1cccnc1Cl (stereo not given) | -8 | 0.94 | -4 | 6 | 0.94 | -2 | -3 | 6
O=C(/C(C=Nc1cc2c(oc1=O)CCCC2=O)=C(\O)c1ccccc1)c1ccccc1 | -9 | 0.78 | -5 | 22 | 1.1 | 6 | 2 | -12
Cc1ccc(CS(=O)Cc2ccc(C(=O)NC3CCCCC3)o2)cc1 (stereo not given) | -5 | 1.3 | -6 | -33 | 1 | -1 | -9 | -5
CCN(CC)c1ccc(NC(=O)COC(=O)C23CCC(=O)N2c2ccccc2S3)cc1 (stereo not given) | -14 | 1.1 | 21 | -7 | 1.1 | 3 | -5 | -13
Cc1ccc(C2C3=C(CC(C)(C)CC3=O)NC3=C2C(=O)CC(C)(C)C3)o1 | -7 | 1.2 | -7 | -16 | 0.94 | 5 | -2 | 6
Cn1ccnc1SCC(=O)NC1CC1 | -7 | 1.4 | -3 | -38 | 0.95 | -4 | -4 | 5
Nc1nnc(N2CCc3ccccc32)s1 | 6 | 0.81 | 3 | 19 | 0.87 | 3 | -3 | 13
COc1cccc(-c2nc(CS(=O)(=O)CC(=O)NC3CCCCCC3)c(C)o2)c1 | -8 | 1.1 | -11 | -7 | 0.99 | -1 | 0 | 1
COc1ccc(NC(=O)c2cc(S(=O)(=O)N3CCCC3)c[nH]2)cc1 | -4 | 1.1 | 11 | -6 | 0.95 | -4 | 2 | 5
Nc1cccnc1Oc1ccc(F)cc1F | -7 | 0.89 | -2 | 11 | 1.1 | 0 | -1 | -5

Single entries from the results shown:
O=C(/C(C=Nc1cc2c(oc1=O)CCCC2=O)=C(\O)c1ccccc1)c1ccccc1 @ hIAP inh: 22
Nc1nnc(N2CCc3ccccc32)s1 @ PfG6PD inh: 3
COc1ccc(NC(=O)c2cc(S(=O)(=O)N3CCCC3)c[nH]2)cc1 @ hIAP inh: -6
Cn1ccnc1SCC(=O)NC1CC1 @ APOBEC3A inh: -4
Nc1cccnc1Oc1ccc(F)cc1F @ mIAP block: -5

Two entries from above, with two lines to a compound:
Fields: ATG4B inh | hIAP act | PfG6PD inh | hIAP inh | mIAP activ | HKDC1 inhibitor | APOBEC3A inh | mIAP block
- COc1ccc(S(=O)(=O)Nc2ccc(O)c(Sc3nc4ccccc4s3)c2)cc1
 : -20 | 0.93 | 10 | 7 | 0.83 | 0 | -2 | 17
- O=C(NC(Cc1ccccc1)C(=O)O)c1cccnc1Cl (stereo not given)
 : -8 | 0.94 | -4 | 6 | 0.94 | -2 | -3 | 6

Entries shown so far that have a carbonyl joined to an NH by a bond outside any ring, in the order listed:
compound | ATG4B inh | hIAP act | PfG6PD inh | hIAP inh | mIAP activ | HKDC1 inhibitor | APOBEC3A inh | mIAP block
Nc1nnc(SCC(=O)NC2CCCCC2)s1 | -3 | 0.87 | -9 | 13 | 0.96 | -6 | -6 | 4
O=C(NC(Cc1ccccc1)C(=O)O)c1cccnc1Cl (stereo not given) | -8 | 0.94 | -4 | 6 | 0.94 | -2 | -3 | 6
Cc1ccc(CS(=O)Cc2ccc(C(=O)NC3CCCCC3)o2)cc1 (stereo not given) | -5 | 1.3 | -6 | -33 | 1 | -1 | -9 | -5
CCN(CC)c1ccc(NC(=O)COC(=O)C23CCC(=O)N2c2ccccc2S3)cc1 (stereo not given) | -14 | 1.1 | 21 | -7 | 1.1 | 3 | -5 | -13
Cn1ccnc1SCC(=O)NC1CC1 | -7 | 1.4 | -3 | -38 | 0.95 | -4 | -4 | 5
COc1cccc(-c2nc(CS(=O)(=O)CC(=O)NC3CCCCCC3)c(C)o2)c1 | -8 | 1.1 | -11 | -7 | 0.99 | -1 | 0 | 1
COc1ccc(NC(=O)c2cc(S(=O)(=O)N3CCCC3)c[nH]2)cc1 | -4 | 1.1 | 11 | -6 | 0.95 | -4 | 2 | 5

Further entries.
compound | ATG4B inh | hIAP act | PfG6PD inh | hIAP inh | mIAP activ | HKDC1 inhibitor | APOBEC3A inh | mIAP block
CC(C)C(c1nnnn1Cc1ccc(F)cc1)N1CCSCC1 (stereo not given) | -5 | 0.95 | 6 | 5 | 1 | -7 | -4 | -2
O=C1CCCN1C(=O)CCC(=O)N1CCCC1=O | -7 | 1.1 | -8 | -11 | 0.99 | -1 | 2 | 1
CCc1ccc(C2N3CC4([N+](=O)[O-])CN2CC([N+](=O)[O-])(C3)C4(C)C)cc1 (stereo not given) | 0 | 1.1 | -2 | -10 | 1 | -8 | 0 | -4
O=C(Nc1ccc(Cl)c(C(F)(F)F)c1)c1ccncc1 | -2 | 0.87 | -3 | 13 | 0.96 | 1 | 0 | 4
CCn1ccnc1CN(C)Cc1cn(-c2cccc(C)c2)nc1-c1cccc(F)c1 | -7 | 1.5 | 20 | -46 | 1.1 | 0 | -2 | -8
Cc1ccc(-c2nc3ccsc3c(=O)[nH]2)cc1 | -1 | 1 | -2 | -1 | 0.97 | -7 | -1 | 3
COc1ccc(C(=O)NC(=S)Nc2cccc(NC(=O)c3ccco3)c2)cc1[N+](=O)[O-] | 9 | 1.1 | 0 | -11 | 0.87 | -16 | -2 | 13
CCOC(=O)NCc1ccc(S(=O)(=O)Nc2c(C)cccc2C)cc1 | 16 | 0.92 | -3 | 8 | 0.95 | -6 | 1 | 5
Nc1nc2c(nc(SCc3ccccc3Br)n2C2OC(CO)C(O)C2O)c(=O)[nH]1 (stereo not given) | 8 | 1 | 0 | 0 | 1 | -10 | -4 | 0
C[C@]12c3[nH]c4ccc(Cl)cc4c3CCN1C(=O)[C@@H](CC(=O)NCc1cccc(C(F)(F)F)c1)C[C@@H]2C(=O)N1CCCCC1 | 15 | · | 34 | · | 1.3 | 4 | -2 | -27
CN(CCOc1ccccc1)Cc1nc2cc(Cl)ccc2c(=O)[nH]1 | -4 | 1.2 | 10 | -24 | 0.88 | 3 | 19 | 12
O=c1[nH]c(NCCO)nnc1Cc1ccccc1 | -7 | 0.92 | -4 | 8 | 0.92 | -6 | -2 | 8
COC(=O)C1=C(C)NC2=C(C(=O)CC(C)(C)C2)C1c1cccc(C)n1 (stereo not given) | -3 | 0.92 | 11 | 8 | 0.95 | 0 | 5 | 5
Cc1nn(C)cc1CNC(=O)c1ccc(Br)o1 | -5 | 0.82 | 8 | 18 | 0.96 | -12 | 0 | 4
O=S(=O)(c1ccc2c(c1)CCCN2)N1CCCC1 | -6 | 0.94 | 13 | 6 | 0.99 | -1 | 0 | 1
COc1ccc(/C(O)=C2\C(=O)C(=O)N(c3cc(C)on3)C2c2ccc(OC)c(OC)c2)cc1OC (stereo not given) | -7 | 0.9 | -12 | 10 | 0.93 | -7 | 0 | 7
Cc1nc(N/N=C\c2ccc3c(c2)OCO3)sc1C | -7 | 1.3 | 18 | -27 | 0.95 | 5 | -1 | 5
